# Screens: PubChem, National Center for Advancing Translational Sciences (NCATS)
# TRb SRC2 PPI: inhibitors of human thyroid hormone receptor beta-SRC2 interaction; AID 1469; TRbeta-SRC2 peptide binding, fluorescence polarization; receptor liganded with 1 µM T3; hit rate 0.065% among 280,000; Potency, µM (highest dose often 106 µM), for inactives: top-dose activity change, negative = inhibition, actives largely listed as inhibitors;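 note: plate controls were bound peptide for no effect and peptide without receptor for full effect; nearly all actives have a fitted effect of over 50% in size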
#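 Human TRb LBD (0.6 uM) plus Texas Red-labeled SRC2 peptide (20 nM), 1uM T3, 5% DMSO, 5 hr at ambient temperature. Decreased polarization (555/632 nm) flags inhibition; data normalized to free and bound peptide controls.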
# Tau fibril FP: inhibitors of human tau fibril formation | P10636 | K18 P301L tau heparin fibrillization, Alexa594 FP, 6 h | Potency, µM (doses to about 57.7 µM), for inactives: at the top dose activity, negative = inhibition, actives largely listed as inhibitors | hit rate 0.39% among 280,000; note: nearly all actives have a fitted effect of over 55% in size
# Target sequence (P10636 561-689 P618L limits assumed): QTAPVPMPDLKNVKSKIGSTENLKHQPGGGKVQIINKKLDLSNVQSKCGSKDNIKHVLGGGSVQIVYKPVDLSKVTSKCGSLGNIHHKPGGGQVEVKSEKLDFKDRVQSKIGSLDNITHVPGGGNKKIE
#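 Steps: dispense K18 P301L tau (15 uM plus 0.24 uM Alexa 594 tracer, final) in pH 7 sodium acetate; add compound; add heparin (20 uM final); incubate 6 hr, 37 C; add ThT (30 uM final); after 1 hr ambient, read FP.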
# aGal spleen mod: inhibits or activates alpha-galactosidase in human spleen homogenate; AID 2107; hit rate 0.008% among 240,000; Potency, µM (doses to about 80 µM), without a hit: top-dose activity change, negative = inhibition, usual class: inhibitors; human spleen homogenate, 4MU-alpha-Gal fluorescence, 40 min;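 note: 0% = enzyme with vehicle and -100% = no enzyme basal signal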
#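 Human spleen homogenate (1 ug) as enzyme source, 4-methylumbelliferyl-alpha-D-galactopyranoside 1 mM final, citrate/phosphate pH 5.0 with 0.01% Tween-20. Compounds 40 min at 37C, NaOH/glycine stop; fluorescence Ex 365/Em 440, Hill-fit AC50.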
# ALDH1A1 block: inhibitors of human aldehyde dehydrogenase 1A1. P00352. Potency, µM (titrated, usually from 75.3 µM), without a hit: at the top dose activity, negative = inhibition, usual class: inhibitors. Purified ALDH1A1, NADH fluorescence, propionaldehyde substrate. hit rate 7.3% among 220,000; active = well fitted inhibition curve with a large enough effect, not every such curve was filed as active; inconclusive = small, poorly fitted or top-dose-only effect, or another doubt; inactive = no such curve, though single readings can be large or run the other way;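 note: plate controls were no enzyme wells and a reference inhibitor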
# L3MBTL1 inh: L3MBTL1 (human) inhibition | Q9Y468 | AlphaScreen L3MBTL1–H3K9me1 peptide binding | Potency, µM (doses to about 57.1 µM), for the others: top-dose activity, negative = inhibition, hits mostly inhibitors | hit rate 0.66% among 230,000; note: nearly all actives have a fitted effect of over 60% in size
# Target sequence (Q9Y468 whole entry, looked up): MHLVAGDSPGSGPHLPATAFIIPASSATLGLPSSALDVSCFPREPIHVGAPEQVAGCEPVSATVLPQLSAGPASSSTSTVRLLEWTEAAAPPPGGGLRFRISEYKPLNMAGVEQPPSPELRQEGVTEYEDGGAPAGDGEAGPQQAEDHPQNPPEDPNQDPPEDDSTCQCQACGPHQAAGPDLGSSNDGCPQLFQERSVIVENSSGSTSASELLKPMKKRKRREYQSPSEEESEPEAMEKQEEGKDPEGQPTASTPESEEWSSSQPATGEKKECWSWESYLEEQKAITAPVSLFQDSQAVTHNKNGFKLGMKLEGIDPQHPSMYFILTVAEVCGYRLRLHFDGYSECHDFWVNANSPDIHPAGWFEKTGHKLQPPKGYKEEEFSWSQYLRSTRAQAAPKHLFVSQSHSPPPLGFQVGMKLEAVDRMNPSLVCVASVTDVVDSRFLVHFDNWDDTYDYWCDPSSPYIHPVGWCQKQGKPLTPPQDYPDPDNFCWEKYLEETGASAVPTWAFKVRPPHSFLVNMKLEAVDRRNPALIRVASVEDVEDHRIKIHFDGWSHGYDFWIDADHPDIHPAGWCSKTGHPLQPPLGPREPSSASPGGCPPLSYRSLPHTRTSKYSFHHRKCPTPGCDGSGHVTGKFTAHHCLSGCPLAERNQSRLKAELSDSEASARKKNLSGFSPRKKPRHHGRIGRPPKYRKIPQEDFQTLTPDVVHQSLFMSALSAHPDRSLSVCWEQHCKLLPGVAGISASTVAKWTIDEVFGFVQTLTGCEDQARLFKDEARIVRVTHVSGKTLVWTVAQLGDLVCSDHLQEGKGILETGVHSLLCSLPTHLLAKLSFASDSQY
#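 First, the protein-peptide complex forms for 30 min at room temperature (L3MBTL1 50 nM, biotinylated H3K9me1 peptide 75 nM). Next, compounds are pin-transferred and incubated 30 min. Finally, AlphaScreen beads are added and read after 30 min.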
# TR SRC2 fluor cs: counter-screen for TRb-SRC2 inhibitors: fluorescence interference; TRb/SRC2 Texas Red total fluorescence interference; Potency, µM (series often up to 106 µM), without a hit: top-dose fluorescence change, negative = quenching; hit rate 0.29% among 280,000; AID 1479; active = well fitted curve in either direction with a large enough effect; inconclusive = small, poorly fitted or top-dose-only effect
#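 Human TRb ligand-binding domain at 0.6 uM with 20 nM Texas Red SRC2 peptide in Tris buffer containing 1 uM T3 and 5% DMSO, incubated with compound 5 h at ambient temperature. Total fluorescence (555/632 nm) calculated as parallel + 2 × perpendicular.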
# Tau fibril ThT: blocks human tau fibril formation measured by thioflavin T; recombinant tau K18 P301L, heparin-induced fibrillization, ThT fluorescence; Potency, µM (doses to about 57.4 µM), for the others: at the top dose activity, negative = inhibition, usual class: inhibitors; hit rate 2.1% among 270,000; AID 1460; note: nearly all actives have a fitted effect of over 55% in size
#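 Using a mix of unlabeled (15 uM) and Alexa 594-labeled (0.24 uM) tau K18 P301L, heparin-triggered fibrillization over 6 hr at 37 C was scored by ThT fluorescence.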
# Tau fluor counter: counter-screen for tau fibril formation inhibitors. tau K18 P301L (four-repeat tau fragment) Alexa594 fluorescence, heparin fibrillization. Potency, µM (top dose mostly 57.7 µM), without a hit: at the highest dose activity change, negative = decrease. hit rate 0.93% among 280,000. AID 1463; note: nearly all actives have a fitted effect of over 55% in size
#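 Human K18 P301L tau (15 uM unlabeled plus 0.24 uM Alexa 594-labeled, final) in 100 mM sodium acetate pH 7 was mixed with compound and 20 uM heparin and incubated 6 hr at 37 C.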
# Starred values were filed as active, the others as inactive; ? = inconclusive; nt = not tested or not shown; & = joins results of further samples; [ ] = dose if it differs, or a comment. Unless noted, calls come from the whole dose curve; as a rule, active = well fitted curve in the direction sought with a large enough effect; inconclusive = small, poorly fitted or top-dose-only effect, or another doubt; inactive = no such curve, though single readings can be large; an effect the other way counts as inactive or inconclusive. Unless noted, % is set by controls: 0 for no effect and ±100 for the full control effect; potency is the fitted concentration of half-maximal effect.
SMILES,TRb SRC2 PPI,Tau fibril FP,aGal spleen mod,ALDH1A1 block,L3MBTL1 inh,TR SRC2 fluor cs,Tau fibril ThT,Tau fluor counter
CCOc1ccc(CNC(=O)c2oc3c(c2C)-c2nn(Cc4cccc(Cl)c4)cc2CC3)cc1,1%,3%,nt,nt,nt,2%,?,-13%
S=C1SCN(Cc2cccnc2)CN1Cc1cccnc1,-4%,-4%,6%,14µM*,3%,-1%,-4%,2%
Cc1ccc(C2CC(c3cccs3)=NN2S(=O)(=O)c2ccc(C)cc2)cc1 (centres undefined),-4%,8%,2%,-4%,2%,1%,11%,7%
Cc1csc(/N=C/c2ccc([N+](=O)[O-])cc2)n1,0%[53 µM],12%,12%,11µM*,0%,-1%[53 µM],-12%,-4%
CCOc1ccc(NC(=O)Cn2cc(C(=O)c3ccc(C)c(C)c3)c(=O)c3cc4c(cc32)OCCO4)cc1,8%,-8%,nt,nt,nt,-2%,2%,-20%
COc1ccc(CNC(=O)COc2ccc(C(=O)c3ccc(F)cc3)cc2)cc1,-5%[53 µM],3%,1%,?,-1%,-1%[53 µM],2%,3%
CCOC(=O)C1CCCN(c2c(NCC3CCCO3)c(=O)c2=O)C1 (centres undefined),-9%,3%,0%,15%,nt,-1%,-11%,-5%
Cc1ccc(-c2cc(C(=O)N/N=C/c3cccnc3)n[nH]2)o1,2%,-1%,1%,-6%,-4%,-1%,?,3%
O=C(Nc1ccc(F)cc1F)NC1CCN(Cc2c(F)cccc2Cl)CC1,0%,-6%,-14%,?,-1%,-1%,-10%,-17%
CC(=O)N1c2ccc(S(=O)(=O)NCC3CCC(C(=O)Nc4cc(C)ccc4C)CC3)cc2CC1C (centres undefined),-6%,0%,nt,nt,nt,0%,8%,3%
CCC(=O)N1CCc2cc(Br)cc(S(=O)(=O)CC(=O)OC)c21,0%,-15%,13%,?,-7%,1%,-15%,-21%
Cc1nc2cc(C(=O)O)ccc2n1-c1ccc(F)cc1F,-14%,0%,0%,15%,7%,10%,1%,3%
COc1cccc(CNC(=O)CCCCCn2c(=O)[nH]c3cc(OC)c(OC)cc3c2=O)c1,-2%,-4%,nt,nt,nt,-4%,-5%,-10%
CCCn1c(NCc2cccc(OC)c2OC)nc2ccccc21,-7%,2%,-2%,14%,nt,-3%,-11%,-9%
COc1ccc(Cc2nnc(N/N=C/c3ccc(O)cc3)[nH]c2=O)cc1OC,1%,-6%,-23%,4%,18µM*,-4%,-9%,-14%
Cc1cc(Nc2ccc3c(c2)OCCO3)n2ncnc2n1,-5%,-3%,5%,5%,4%,0%,-11%,-11%
O=C(c1ccc2ccccc2c1)C1CCCN(C(=O)c2noc3c2CCCC3)C1 (centres undefined),-6%,7%,-4%,14µM*,32%[activator],-6%,-14%,-14%
O=c1c(=O)n(Cc2ccc(Cl)cc2)ccn1Cc1ccc(F)cc1,-4%,?,nt,nt,nt,?,?,-6%
Cc1ccsc1/C=N/NC(=O)c1ccc2c(c1)OCCO2,7%,0%,-13%,?,-17%,0%,?,2%
Cc1cc(N2CCOCC2)nc2ccc(NC(=S)NCc3ccc4c(c3)OCO4)cc12,6%,?,13%,-19%,nt,-1%,?,14µM*[quencher]
CCC(C)(C)C(=O)Nc1cc([N+](=O)[O-])ccc1F,-22%[53 µM],5%,6%,?,42%[activator],0.1µM*[quencher],-3%,-4%
CC1=C(C(=O)Nc2ccccc2C)C(c2sccc2C)n2ncnc2N1 (centres undefined),2%,-7%,nt,nt,nt,-6%,0%,4%
Oc1c(C=Nc2cccc3nsnc23)ccc2ccccc12,?,4µM*,-5%,2.8µM*,nt,-25%,2.2µM*,?
COC(=O)c1nc2nc(C)cc(C(F)(F)F)n2n1,0%,5%,-1%,11%,8%,2%,2%,10%
Cc1ccccc1NC(=O)c1cn2c(nc3ccccc32)c(C#N)c1C,2%,-6%,11%,nt,nt,0%,2%,-1%
COc1ccc(C)cc1NS(=O)(=O)c1ccc(NC(=O)CN(c2cc([N+](=O)[O-])ccc2C)S(C)(=O)=O)cc1,3%,9%,10%,9%,-12%,0%,17%,8%
O=C1OC2(O)C3C4C=CC(C4)C3C(=O)N2c2ccccc21 (centres undefined),-1%,1%,9%,nt,nt,0%,nt,10%
CCCCOCCCNC(=O)c1c(-c2ccccc2)noc1C,2%,-9%,-4%,6%,nt,0%,-4%,-8%
O=c1[nH]c2ccccc2n1CCCN1CCN(C(c2ccccc2)c2ccccc2)CC1,-5%&5%,-5%&0%,4%&11%,-13%&8%,-4%,-1%&-1%,-16%&-12%,-15%&-14%
Cc1ccc(C)c(CNC(=O)c2cc3ccccn3n2)c1,1%,-4%,nt,nt,nt,-2%,-8%,-16%
COc1ccc(CC(=O)NCC(=O)N/N=C/c2ccco2)cc1,-2%,-7%,-2%,?,-16%,-7%,3%,-5%
CC(=O)c1ccc(S(=O)(=O)N2CCN(c3ccccc3F)CC2)cc1,3%[53 µM],4%,-6%,?,3%,1%[53 µM],-3%,-9%
CCCCOC(=O)c1ccc(NS(=O)(=O)c2cc(-c3nnnn3CC)ccc2OC)cc1,2%,-2%,-23%,-3%,-2%,0%,-3%,-28%
O=C1C(Cc2ccc(O)cc2)NC(=S)N1Cc1ccccc1 (centres undefined),7%,-1%,9%,nt,0%,-1%,-1%,-3%
COc1ccc(N2CCN(CCCNC(=O)c3sc4ncccc4c3-n3cccc3)CC2)cc1,7%,1%,nt,nt,nt,-2%,-9%,-8%
CCOc1ccc(C(=O)OCCCN(C)C)cc1,5%,0%,1%,21%,6%,0%,4%,6%

# Whole records as entered above. Order of screens: TRb SRC2 PPI	Tau fibril FP	aGal spleen mod	ALDH1A1 block	L3MBTL1 inh	TR SRC2 fluor cs	Tau fibril ThT	Tau fluor counter
# COc1ccc(CC(=O)NCC(=O)N/N=C/c2ccco2)cc1 as listed: -2%	-7%	-2%	?	-16%	-7%	3%	-5%
# CCCCOCCCNC(=O)c1c(-c2ccccc2)noc1C as listed: 2%	-9%	-4%	6%	nt	0%	-4%	-8%
# COc1ccc(N2CCN(CCCNC(=O)c3sc4ncccc4c3-n3cccc3)CC2)cc1 as listed: 7%	1%	nt	nt	nt	-2%	-9%	-8%

# Later entries:
SMILES,TRb SRC2 PPI,Tau fibril FP,aGal spleen mod,ALDH1A1 block,L3MBTL1 inh,TR SRC2 fluor cs,Tau fibril ThT,Tau fluor counter
CC(=O)N1N=C(c2ccccc2OC(=O)/C=C/c2ccccc2)CC1c1ccccc1 (centres undefined),1%,2%,-2%,nt,nt,-1%,nt,-28%
[O-]C1=N/[N+](=C/c2ccccc2Cl)CC1,-2%,8%,0%,?,-4%,-2%,?,3%
Cc1ccc(NC(=O)C(NC2CCCc3ccccc32)c2ccccc2)c([N+](=O)[O-])c1 (centres undefined),2%,-1%,-11%,?,-23%,-1%,?,-19%
N#Cc1cc(NC(=O)c2ccc(F)cc2)c(=O)n2c1[nH]c1ccccc12,5%,-1%,2%,0%,-6%,-1%,?,-25%
O=S(=O)(NCc1ccccc1)c1ccc(S(=O)(=O)N2CCCCC2)cc1,-6%,-4%,-4%,7%,nt,1%,-3%,5%
CCC(Sc1nc2ccsc2c(=O)n1-c1ccc(Cl)c(C)c1)C(=O)NCc1ccco1 (centres undefined),-1%,-4%,4%,-13%,-17%,-2%,-12%,-13%
O=C(c1ccccc1)N1CCN(C(=S)NCc2ccc3c(c2)OCO3)CC1,-10%,-1%,-5%,18µM*,-1%,-1%,-13%,-16%
CCOC(=O)CCCCC(=O)c1[nH]c(=O)[nH]c1CSc1nnc2c3ccccc3n(C(C)C)c2n1,0%,7%,2%,13µM*,-9%,-8%,17%,12%
Cc1c(CC=C(Cl)Cl)c(=O)[nH]c2c(C)cccc12,1%,-2%,1%,-8%,5%,4%,-10%,-2%
Cc1ccc(S(=O)(=O)N2CC(=O)Nc3ccccc32)cc1C,-1%,-7%,-5%,6%,3%,-2%,-6%,-5%
COc1ccc(C(=O)Nc2ccc(CN3CCS(=O)(=O)CC3)cc2)cc1,-4%,2%,10%,-4%,4%,-5%,-1%,-3%
CCCCNC(=O)CCn1c(=O)c2ccccc2n(Cc2ccccc2C)c1=O,3%,8%,2%,12%,-2%,-5%,0%,-1%
Cc1ccc(/C=N/n2cnnc2)s1,0%,-2%,6%,-2%,7%,-3%,4%,1%
O=C(CSc1nnc(Cc2ccccc2)n1Cc1ccco1)NC1CCCC1,-3%,-3%,-1%,22µM*,-2%,-7%,1%,3%
CCn1nnc(NC(=O)c2ccccc2Br)n1,10%,-1%,10%,4%,9%,-1%,0%,-1%
Cc1c(NC(=O)C(C#N)=C2CCCCC2)c(=O)n(-c2ccccc2)n1C,-9%,-4%,-5%,6%,6%,-1%,-3%,-2%
O=C(O)CCCN1C(=O)/C(=C/C=C/c2ccco2)SC1=S,-7%,?,22%,nt,0.71µM*,0%,3.2µM*,1%
COC(=O)C/C=C/[C@@H](C)[C@H](O)c1ccccc1Br,-3%,9%,14%,12%,nt,0%,-5%,1%
O=C(/C=C/c1ccccc1)Nn1cnnc1,-16%,-1%,4%,8%,4%,-2%,-5%,-6%
CNc1nc2ccccc2n(C)c1=O,-8%,-1%,0%,-14%,nt,2%,0%,4%
Cc1ccc(C(=O)Nc2nc3ccccc3c(=O)s2)cc1,-4%,-5%,-6%,?,10%,-3%,-17%,-1%
O=C(CCCOc1ccccc1)N1CCCCC1,-9%,6%,3%,-1%,nt,1%,-6%,-6%
O=C(Cn1cc(S(=O)(=O)Cc2cccc(Cl)c2)c2ccccc21)Nc1ccc(F)c(Cl)c1,-3%,?,nt,nt,nt,?,9%,-29%
Cc1cccc(C)c1OCCCCn1cnc2ccccc2c1=O,-10%,-9%,-11%,-9%,1%,2%,-16%,-15%
CCOc1ncccc1C(=O)Nc1ccc(F)c(Cl)c1,5%,2%,-4%,-8%,-3%,2%,1%,-1%
Cc1cc(C)c(C(=O)O)c(CC(C)(C)C(=O)O)c1,-5%,9%,3%,2%,62%[activator],-4%,-10%,-9%
CCCCc1nn2c(=O)cc(COC(=O)c3ccccc3C)nc2s1,-11%,0%,nt,nt,nt,-6%,?,-16%
Cc1csc(NC(=O)c2ccc(C(=O)Nc3nc(C)cs3)cc2)n1,5%,-14%,-12%,-8%,7%,-2%,?,-8%
